Peg3 imprint: genomic imprint erasure induction. Potency, µM (top dose mostly 60.7 µM), without a hit: at the highest dose activity change, positive = activation, hits mostly activators. mouse ES Peg3-LacZ reporter, beta-gal luminescence, 40 h. AID 1948. 0.02% of 110,000 active;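 note: 0% = negative control wells on the plate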
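Imprint erasure is scored as LacZ activity from the silenced maternal Peg3 allele in feeder-free female ES cells cultured 40 h with LIF. Luminescence is normalized to in-plate negative controls and fitted to the Hill equation.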
IkB sig inh: IkB pathway inhibition in ABC-DLBCL cells; ABC-DLBCL IkBa-CBG/CBR dual luciferase ratio, 4 h; response scale: scaled: untreated 0%, proteasome inhibitor 100%; Potency, µM (highest dose often 57.1 µM), without a hit: at the highest dose IkBa stabilization activation; 0.04% of 110,000 active; AID 445; active = well fitted curve in the direction sought with a large enough effect in the signal ratio, not every such curve was filed as active; inconclusive = small, poorly fitted or top-dose-only effect, or a change in a side signal; the % refers to the signal ratio;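 note: the direction sought is a rising ratio; 0% = basal untreated cells and 100% = reference inhibitor full response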
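Luminescence ratio of IκBα-fused green versus native red beetle luciferase in OCI-Ly3 cells, 4 h post-doxycycline with compound; red signal alone, scaled from basal (0%) to zero light (-100%), flagged nonspecific or cytotoxic effects.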
p53ts 39C kill: cytotoxicity in p53ts cells at nonpermissive temperature; H1299-p53A138V viability at 39C, ATP luminescence, 24 h; 1.5% of 130,000 active; AID 902; Potency, µM (top dose mostly 46.1 µM), inactives show at the top dose activity change, negative = cell killing, usual class: cytotoxic; note: nearly all actives have a fitted effect of over 55% in size
p53ts 32C tox: cytotoxicity in p53ts cells at permissive temperature | H1299-p53A138V at 32C, ATP luminescence viability, 24 h | Potency, µM (titrated, usually from 46.1 µM), without a hit: at the highest dose activity change, negative = cytotoxicity, hits mostly cytotoxic | 0.93% of 130,000 active | AID 924;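 note: 0% = DMSO and -100% = full killing by reference compound; nearly all actives have a fitted effect of over 55% in size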
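Cells: H1299 p53ts (A138V), 600/well, pre-incubated 16–30 h at 37C. Cpd up to 46 uM, 24 h, 32C. Readout: ATPlite luminescence, 20 min RT. Normalization: DMSO vs tamoxifen 100 uM. AC50 by Hill equation.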
Starred values were filed as active, the others as inactive; ? = inconclusive; . = no result given; [ ] = dose if it differs, or a comment. Unless noted, calls come from the whole dose curve; as a rule, active = well fitted curve in the direction sought with a large enough effect; inconclusive = small, poorly fitted or top-dose-only effect, or another doubt; inactive = no such curve, though single readings can be large; an effect the other way counts as inactive or inconclusive. Unless noted, % is set by controls: 0 for no effect and ±100 for the full control effect; potency is the fitted concentration of half-maximal effect.

Each structure is followed by: p53ts 39C kill	Peg3 imprint	p53ts 32C tox	IkB sig inh
Cc1nc(SCn2nnc3ccccc3c2=O)nc(C)c1C
  -9%	-11%	-1%	0.8%
COc1ccccc1NC(=O)Cn1c(=O)n2nc(C)nc2c2ccccc21
  13%	-5%	8%	4.0%
COCCNC(=O)C1(CC(C)C)C=CCN1C(C)=O (stereo unspecified)
  -6%	-12%	2%	.
Cc1cc(NC(=O)CSc2ccc3nnc(-c4ccccn4)n3n2)no1
  10%	-14%	-3%	-1.3%
COC(=O)CNC(=O)[C@@]1(Cc2ccccc2)C=C[C@@H](C)N1C(=O)c1ccccc1
  -4%	-16%	-1%	.
COc1ccccc1C(=O)Nc1nnc(S(=O)(=O)N(C)c2ccc(Cl)cc2)s1
  -13%	-3%[10.9 µM]	6%	?
COc1ccc(OC)c(NC(=O)CSc2ncnc3c2cnn3-c2ccccc2Cl)c1
  5%	.	6%	.
O=C(c1ccc2c(c1)OCCO2)C1CCN(S(=O)(=O)c2cccc(F)c2)CC1
  -11%	-8%	-15%	10%
O=S(=O)(c1cccc2c(S(=O)(=O)N3CCCC3)cccc12)N1CCCC1
  5%	-13%	6%	2.1%
Cc1c(C)[n+](=O)c(-c2ccco2)c(C)n1[O-]
  3%	-2%	0%	-1.3%
Cc1cc(NC(=O)CSc2ncc(C(=O)Nc3ccc(C)c(C)c3)c(=O)n2C)no1
  -14%	19%[10.9 µM]	-3%	-0.7%
CC(=O)N1CCC[C@@]2(CCN(c3ccncc3)C2)C1
  2%	.	-9%	0.4%[11.4 µM]
C=CCOC(=O)C1=C(C)Nc2nnnn2C1c1cccc(OC)c1OC (stereo unspecified)
  -7%	-16%	6%	1.4%
CCOC(=O)C1(C)NC(c2ccc(OC)cc2OC)C2C(=O)N(c3cccc(OC)c3)C(=O)C21 (stereo unspecified)
  -5%	-1%	0%	-0.3%
COc1c(C)cc(Br)cc1C(=O)Nc1cccc(NC(=O)c2ccco2)c1
  0%	-14%	-3%	?

Quoted from the listing:
`COC(=O)CNC(=O)[C@@]1(Cc2ccccc2)C=C[C@@H](C)N1C(=O)c1ccccc1` in Peg3 imprint is entered as -16%
`Cc1cc(NC(=O)CSc2ncc(C(=O)Nc3ccc(C)c(C)c3)c(=O)n2C)no1` in Peg3 imprint is entered as 19%[10.9 µM]
`O=S(=O)(c1cccc2c(S(=O)(=O)N3CCCC3)cccc12)N1CCCC1` in IkB sig inh is entered as 2.1%

Back to the main list with the three entries that preceded the break.
Each structure is followed by: p53ts 39C kill	Peg3 imprint	p53ts 32C tox	IkB sig inh
C=CCOC(=O)C1=C(C)Nc2nnnn2C1c1cccc(OC)c1OC (stereo unspecified)
  -7%	-16%	6%	1.4%
CCOC(=O)C1(C)NC(c2ccc(OC)cc2OC)C2C(=O)N(c3cccc(OC)c3)C(=O)C21 (stereo unspecified)
  -5%	-1%	0%	-0.3%
COc1c(C)cc(Br)cc1C(=O)Nc1cccc(NC(=O)c2ccco2)c1
  0%	-14%	-3%	?
COc1ccccc1CNS(=O)(=O)c1ccc(-c2cc(C(F)(F)F)on2)s1
  -14%	-4%[10.9 µM]	-4%	?
CCC(C(=O)NCCc1ccc(SC)cc1)n1nc(C)c2c(C)n(-c3ccc(C)cc3)nc2c1=O (stereo unspecified)
  -7%	-8%[10.9 µM]	-1%	?
COc1ccccc1CNc1nc(-c2ccoc2)nc2ccccc12
  11%	-19%	16%	20%[11.4 µM]
CCCn1c(SCC(=O)N2CC(=O)Nc3ccccc32)nc2ccccc21
  5%	.	2%	.
COc1ccc(CC(=O)N(Cc2nc(-c3ccc(C)cc3)no2)C(C)C)cc1
  -16%	-5%[10.9 µM]	1%	?
CC1CCCN(S(=O)(=O)c2coc(C(N)=O)c2)C1 (stereo unspecified)
  -1%	-8%	0%	-0.6%
O=C1CCCC=C1[C@H](O)CCCCBr
  7%[9.22 µM]	.	-1%[9.22 µM]	.
Cc1ccc(CCNC(=O)NCc2noc3ccc(C)cc23)cc1
  -17%	-11%[10.9 µM]	-7%	?
CCOc1ccc(CCNC(=O)Cn2c(=O)c3cccn3c3ccc(F)cc32)cc1OCC
  -12%	-18%[10.9 µM]	0%	-1.2%
CC1(C)CC23C(=O)CCC(O)C2(C)CCC13 (stereo unspecified)
  -5%	-10%	-1%	.
COC(=O)C1C2C=CC3(CN(Cc4ccco4)C(=O)C13)O2 (stereo unspecified)
  15%	2%	7%	-0.1%
CCc1ccc(C(=O)c2cn(CC(=O)Nc3ccc4c(c3)OCCO4)c3ccc(C)cc3c2=O)cc1
  0%	-15%[10.9 µM]	1%	0.0%
Cc1onc(-c2ccccc2)c1C(=O)NCc1ccc2c(c1)OCO2
  2%	-16%	-2%	-0.9%
CCCS(=O)(=O)N1CCCC(C(=O)NCCCN(Cc2ccccc2)C(C)C)C1 (stereo unspecified)
  4%	?	-5%	2.4%
CCN(Cc1ccccc1)C(=O)c1cc2c(=O)oc3ccc(C)cc3c2s1
  -17%	-3%[10.9 µM]	2%	?
CCOc1ccccc1NCc1nnc2n1CCCCC2
  1%	-2%[10.9 µM]	4%	0.5%
CC(=O)Nc1ccc(S(=O)(=O)N2CCN(c3cc(C)nc4ccccc34)CC2)cc1
  4%	.	3%	13%
Cc1noc(C)c1S(=O)(=O)N1CCC(C(=O)N2CCN(c3cccc(C(F)(F)F)c3)CC2)CC1
  6%	-14%[10.9 µM]	12%	?
O=C(COC(=O)CSc1ccc2ccccc2c1)Nc1ccccc1OC(F)F
  -5%	.	-9%	.
COc1ccc(C(=O)NCCNC(C)=O)cc1S(=O)(=O)NCc1ccc(Cl)cc1
  -2%	-5%	2%	0.2%
CNC(=O)N(O)C1N(C)C(=O)N(CC(=O)OC)C1(C)C (stereo unspecified)
  3%	-4%	2%	5.3%
CCC(=O)Nc1ccc(NC(=O)c2cccc(OC)c2)nc1
  -30%	-85%[inhibitor]	?	?
COc1cc(-c2nc(Cc3c(F)cccc3Cl)no2)cc(OC)c1OC
  -1%	2%	5%	-0.7%
Cc1nn(C(=O)COc2ccccc2Br)c(C)c1Sc1ccccc1
  -15%	-12%[10.9 µM]	-9%	?
O=C(NCC1CCCCC1)C1CCCN(C(=O)NC2CCCCC2)C1 (stereo unspecified)
  -4%	-5%	0%	1.0%
CCOC(=O)c1cc(NC(=O)N2CCCCC2)c(C)nc1C
  8%	-2%	-5%	-4.1%
Cc1cccc(S(=O)(=O)Nc2cccc(-c3cn4ccsc4n3)c2)c1
  -5%	-23%	13%	?
CCOC(=O)C(CCc1nnc(N)s1)C(=O)OCC
  -11%	2%	-5%	1.6%
CC1Cn2cc(C(=O)Nc3ccccc3C(F)(F)F)c(=O)c3c(Cl)ccc(c32)O1 (stereo unspecified)
  6%	-4%[10.9 µM]	7%	-0.2%
CC(=O)N1CCc2cc(Br)cc(S(=O)(=O)N3CCN(C(=O)c4ccco4)CC3)c21
  -8%	-5%	6%	0.2%
C=C(C)Cn1c(N2CCN(CC)CC2)nc2c1c(=O)[nH]c(=O)n2C
  -1%	-3%	-3%	?
COc1cccc(NC(=O)CSc2cc(C)[nH]c(=O)n2)c1
  -28%	11%[10.9 µM]	-6%	0.6%
CCCC(=O)Nc1ccc(NC(=O)c2cccs2)cn1
  -3%	-21%	-4%	3.5%
CC(C)Sc1oc(-c2cccs2)nc1S(=O)(=O)c1ccc(Cl)cc1
  23%	-7%[10.9 µM]	8%	?
COc1ccc(-c2cc3ccccc3n2CC(O)Cn2nc(C)cc2C)cc1 (stereo unspecified)
  -2%	-16%	-1%	0.2%
N#CCC(=O)Nc1ncn(Cc2ccccc2Cl)n1
  -4%	5%	6%	1.3%
C=C1C2=CC(=O)OC(c3ccoc3)[C@]2(C)CCC1[C@]1(C)C=CC(=O)C(C)(C)C1CC(=O)OC (stereo partly specified)
  1%	-14%	8%	.
Cc1cc(N(C)C)c(C#N)c(N2CCOCC2)n1
  2%	6%	4%	-3.3%
CCN1CCN(Cc2ccccc2NC(=O)Nc2ccc(C)cc2)CC1
  -9%	-11%	-18%	-1.8%
COC1C(O)COC1/C=C/c1ccccc1 (stereo unspecified)
  0%[9.22 µM]	.	5%[9.22 µM]	.
COc1cc(NC(=O)CN2C(=O)CN(C)C(=O)c3ccccc32)cc(OC)c1OC
  -9%	-10%[10.9 µM]	10%	0.0%
COc1cccc(NC(=O)c2ccccc2SC)c1
  7%	-11%	-4%	2.2%
CCS(=O)(=O)N1CCC(C(=O)NCC2CCCO2)CC1 (stereo unspecified)
  9%	-4%	-13%	1.1%
O=C(CN1C(=O)COc2ccc(S(=O)(=O)N3CCCCCC3)cc21)N1CCN(c2ccc(F)cc2)CC1
  -7%	-12%[10.9 µM]	5%	?
O=C(NC1CCCCC1)NC1CC2CCC(C1)N2C(=O)NCc1ccccc1 (stereo unspecified)
  -6%	13%	-8%	0.0%
COc1ccc(CNC(=O)c2ccc3c(c2)N(Cc2ccccc2C)C(=O)c2ccccc2S3=O)cc1 (stereo unspecified)
  ?	?	0%	?
COc1ccc(CCNS(=O)(=O)c2ccc3c(c2)CCN3C(=O)CCC(=O)O)cc1OC
  9%	-3%	5%	-1.3%
OC(COCc1ccccc1)CN1CCN(c2ccccc2F)CC1 (stereo unspecified)
  16%	-6%	?	-0.7%
COc1ccc(NC(=O)CC(C)n2nc(C)cc2C)cc1Cl (stereo unspecified)
  -11%	-7%[10.9 µM]	-1%	-0.5%
Nc1c(-c2ccccc2)n[nH]c1-c1ccccc1
  -16%	-71%[inhibitor]	-27%	?
COc1ccc(CN(C)CCc2ccccn2)cc1OC
  -2%	-5%	-2%	0.3%
CN(C)c1ccc(NC(=O)c2cccc(N3C(=O)CCC3=O)c2)cc1
  ?	-8%	?	10%
COC(=O)c1ccc(C23CC4(C2)[C@H](CN(C)[C@@H]4c2ccccc2)C3c2ccc(Cl)nc2)cc1 (stereo partly specified)
  -12%	-17%	3%	.
Cc1ccc2c(c1)N(CCC(=O)NC1CC1)C(=O)C(C)O2 (stereo unspecified)
  -12%	17%	3%	0.2%
CC(C)(C)c1ccc2c(c1)N(CC(=O)O)C(=O)CO2
  3%	-5%	-6%	-1.3%
CCc1ccc(NC(=O)CC2C(=O)N(c3ccc(F)cc3)C(=O)N2Cc2ccc(F)cc2)cc1 (stereo unspecified)
  -12%	27%[10.9 µM]	-8%	?
Cc1cccn2c(=O)c(C(=O)NCCc3ccccc3)cnc12
  ?	-18%[10.9 µM]	?	?
CCCCC(c1nnnn1Cc1ccco1)N1CCN(c2nc3ccccc3s2)CC1 (stereo unspecified)
  2%	-25%	12%	?
CN1C(=O)N(S(=O)(=O)c2ccc(F)c(F)c2F)C(=O)C1(C)C
  1%	0%	-9%	-1.4%
CCC(Sc1nc(N)c(NC(=O)c2ccc(OC)c(OC)c2)c(=O)[nH]1)C(=O)OC (stereo unspecified)
  -10%	-20%	-13%	-4.5%

Continued:
Each structure is followed by: p53ts 39C kill	Peg3 imprint	p53ts 32C tox	IkB sig inh
CSc1nsc(SCCN2C(=O)c3ccccc3C2=O)n1
  14%	8%	9%	3.5%
O=C(COc1ccc(Cl)cc1)OCc1cc(=O)n2nc(-c3cccs3)sc2n1
  -8%	-8%[10.9 µM]	0%	-0.1%
O=C(Nc1ccc(Cl)cc1)N1CCN(c2ccccc2)CC1
  6%	.	-9%	.
O=C(OCc1ccccc1)Oc1cncc(C(=O)O)c1
  15%	22%	-1%	1.8%
Nc1nonc1/C(=N/O)N1CCN(CCO)CC1
  -6%	1%	-3%	-2.5%
COc1cc(C2N(c3ccccc3)CCN2c2ccccc2)cc(OC)c1OC
  -4%	-17%	-6%	0.2%
